Pf growth 96h: inhibits malaria parasite growth, 96 h. P. falciparum luciferase reporter growth, 96 h. 6.9% of 320,000 active. Potency, µM (series often up to 28.7 µM), for the others: top-dose activity change, negative = inhibition, actives largely listed as inhibitors; note: potency is the fitted concentration of half-maximal effect; % is set by controls: 0 for no effect and ±100 for the full control effect
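Compounds incubated with erythrocytes infected by luciferase-expressing P. falciparum (2% hematocrit, 0.05% parasitemia final) for 96 hours, 37 C in 5% CO2. Growth inhibition scored as decreased luciferase luminescence.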
CHX counter: affects cycloheximide protein synthesis inhibition readout, counter-screen. cell reporter, cycloheximide protein synthesis inhibition counterscreen. max response, %. 12% of 300,000 active. AID 2314; in the data active = max response mostly above about 13%, no sharp cut-off; inactive = mostly below about 14%; note: read at 38.3 µM for the half of the compounds with a filed dose; 0% is about no effect
AmpC inh no detg: blocks E. coli AmpC beta-lactamase in detergent-free assay | P00811 | AmpC nitrocefin hydrolysis, absorbance 480 nm, 0.0001% Triton | Potency, µM (top dose mostly 57.1 µM), for inactives: at the highest dose activity change, negative = inhibition, actives largely listed as inhibitors | 0.52% of 330,000 active | AID 485341;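 note: potency is the fitted concentration of half-maximal effect; plate controls were no compound for no effect and no enzyme for full effect; nearly all actives have a fitted effect of over 20% in size; some results filed as inactive show a strong effect at the top dose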
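20 mM phosphate pH 7.0 + 0.01% (detergent screen) or 0.0001% Triton X-100; 5.3 nM AmpC reagent; cpd preinc 15 min RT; nitrocefin (800 uM stock) to start; A480 q20 s × 4 min; Activity was normalised to no-enzyme and no-compound control wells.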
LmPK inhibitor: blocks Leishmania mexicana pyruvate kinase activity; Q27686; purified LmPK, Kinase-Glo ATP luminescence, 1 h; Potency, µM (top dose mostly 57.5 µM), inactives show at the top dose activity change, negative = inhibition, most hits filed as inhibitors; 0.37% of 290,000 active; AID 1721; note: potency is the fitted concentration of half-maximal effect; % is set by controls: 0 for no effect and ±100 for the full control effect
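Screened at intermediate enzyme activity to detect both inhibitors and activators: LmPK at 0.1 nM, with a 0.5 nM enzyme column as activation reference. PEP 0.5 mM, ADP 0.1 mM; ATP detected by luminescence after 1 h.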
Shiga toxin inh: inhibitors of Shiga toxin in Vero cells. AID 2315. inhibition, % at 38.7 µM. 9.2% of 290,000 active. Vero cells, Shiga toxin protein synthesis inhibition reporter; in the data active = inhibition mostly above about 28%, no sharp cut-off; inactive = mostly below about 43%; note: 0% is about no effect
Pf growth 48h: P. falciparum growth inhibition at 48 hours (one generation); 5.9% of 310,000 active; P. falciparum luciferase growth in erythrocytes, 48 h; Potency, µM (titrated, usually from 28.7 µM), for the others: at the top dose activity change, negative = inhibition, actives largely listed as inhibitors; note: potency is the fitted concentration of half-maximal effect; % is set by controls: 0 for no effect and ±100 for the full control effect
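Luciferase-expressing parasites in RBCs, 2% Hct / 0.1% parasitemia final; RPMI 1640 + 0.5% Albumax; 37 C, 5% CO2, one generation; luminescence read-out, lower signal = inhibition.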
Tb PYK inh: inhibitors of Trypanosoma brucei pyruvate kinase; TbPYK enzyme, Kinase-Glo Plus ATP luminescence, 45 min; Potency, µM (series often up to 76.8 µM), without a hit: top-dose activity, negative = inhibition, actives largely listed as inhibitors; 0.12% of 410,000 active; AID 624173; Q57TT1; note: potency is the fitted concentration of half-maximal effect; % is set by controls: 0 for no effect and ±100 for the full control effect; nearly all actives have a fitted effect of over 50% in size
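In this concentration-response screen, enzyme-free wells defined baseline while DMSO plates tracked drift. Each reaction combined TbPYK, substrate, compound and 130 uM ADP for 45 min at room temperature. Kinase-Glo Plus luminescence gave the signal.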
* hit, by the source's call; ? = inconclusive; · = not tested or not shown; & = joins results of further samples; [ ] = remark or other dose. Unless noted, calls come from the whole dose curve; as a rule, active = well fitted curve in the direction sought with a large enough effect; inconclusive = small, poorly fitted or top-dose-only effect, or another doubt; inactive = no such curve, though single readings can be large; an effect the other way counts as inactive or inconclusive.

SMILES	Pf growth 96h	CHX counter	AmpC inh no detg	LmPK inhibitor	Shiga toxin inh	Pf growth 48h	Tb PYK inh
CCC1=C(OC(=O)N(CC)CC)N2C(=O)OC(=NCCc3c[nH]c4ccccc34)[C@]2(Cc2ccccc2)[C@H]2C1=CC[C@H]1C(=O)NC(=O)[C@H]12	12µM*	-1	51%	3%	-4	?	1%
CC(C)c1ccc(OCC(=O)N2CCN(C)CC2)c(Br)c1	·	11*	63%[activator]	-14%	14	3%	-1%
CSc1ccccc1NC(=O)CN(C)Cc1ccc(Br)cc1	-27%	0	-6%	4%	-2	-7%	-2%
COc1ccc(OCC(=O)N2CCN(Cc3c[nH]c4ccccc34)CC2)cc1	?	-2	37%	-2%	-7	?	5%
Cc1ccc2nc(-c3ccccc3)c(-c3ccccc3)nc2c1	32%[activator]	11	17%	0%	9	-8%	2%
CC(NC(=O)COc1cccnc1[N+](=O)[O-])c1ccc(Cl)cc1 (centres undefined)	9%	-5	36%	-1%	-2	13%	-7%
CCCCn1nnnc1SCC(=O)c1ccc(C)c(C)c1	·	38*	1%	1%	19	14%	5%
COc1cccc(NC(=O)C(=O)NCC2CCCN2S(=O)(=O)c2ccccc2)c1 (centres undefined)	-12%	·	-40%	·	·	45%[activator]	-11%
CC[C@@]12C(=O)N(c3cccc(Cl)c3)C(=O)N1[C@H](c1cccc(C)c1)[C@@H]1C(=O)N(Cc3ccccc3)C(=O)[C@@H]12	5.2µM*	·	85%[activator]	·	·	4.7µM*	-7%
CCOC(=O)c1cccnc1SCc1cc(=O)n2ccccc2n1	?	-3	-14%	1%	24	80%[activator]	-3%
O=C(c1ccc([N+](=O)[O-])cc1)N(Cc1ccc(Br)cc1)N1C(=O)CCCC1=O	-13%	-3	7%	4%	7	·	-4%
Cc1cc(C)c(S(=O)(=O)N2CCCC(C(=O)NC3CC3)C2)c(C)c1 (centres undefined)	95%[activator]	1	50%	0%	-8	-11%	-7%
O=C(NCc1ccccc1)C1CCN(S(=O)(=O)c2cccc3cccnc23)CC1	33%[activator]	-1	-6%	-1%	13	0%	3%
COCCn1c(SCC(=O)NC2(C#N)CCCCC2)nc2ccccc2c1=O	10%	·	-3%	·	·	-21%	-1%
Cc1ccc(C(c2sc3nc(C)nn3c2O)N2CCN(C(=O)c3ccco3)CC2)cc1 (centres undefined)	145%[activator]	0	127%[activator]	0%	8	?	-8%
COCc1cc(=O)n2[nH]c(C(F)(F)F)nc2n1	?	-4	0%	14%	-20	·	6%
CC(C)OCCCNC(=O)c1c(N)n(/N=C/c2cccs2)c2nc3ccccc3nc12	?	-4	16%	5%	-16	-7%	4%
CCN1C(=O)/C(=C/C2=Cc3ccccc3OC2C)SC1=S (centres undefined)	20%	-6	-24%	3%	-4	-2%	-3%
CCOC(=O)CSc1ncnc2c1nnn2-c1ccc(F)cc1	?	3	-19%	6%	2	3%	3%
COc1ccc(CN2C(=S)NC(C)(C)CC2(C)O)cc1 (centres undefined)	-11%	-3	-10%	-2%	-3	-5%	-2%
CCS(=O)(=O)c1ccc2oc(SCC(=O)c3c(N)n(C4CC4)c(=O)[nH]c3=O)nc2c1	?	·	-2%	·	·	-5%	0%
Cc1ccccc1C(=O)N1CCC(C(=O)OCc2ccccc2Cl)CC1	-13%	·	75%[activator]	·	·	?	-7%
COc1ccc(C(C)NC(=O)c2cccc([N+](=O)[O-])c2)cc1OC (centres undefined)	?	-2	-19%	-4%	-9	?	4%
CSc1nc2ccc(NC(=O)C3CC(=O)N(Cc4ccco4)C3)cc2s1 (centres undefined)	?	4	43%	4%	8	?	1%
CN(C)N1C(N)=C(C#N)C(c2ccc3c(c2)OCO3)C2=C1CC(C)(C)CC2=O (centres undefined)	?	-2	-14%	5%	-4	-15%	2%
COc1cccc(-c2nnc(NC(=O)c3ccc4ncsc4c3)o2)c1	13µM*	1	-12%	0%	13	?	-7%
Cc1cc(OCc2cc(C(=O)NCCN3CCCCC3CO)no2)cc(C)c1Cl (centres undefined)	?	-8	-8%	3%	-15	7%	1%
Fc1ccc(CSc2nncn2NCc2ccccc2)cc1	-23%	-6	-4%	-2%	10	?	-9%
CC(C)CNC(=O)c1cc(-c2ccc(Cl)c(Cl)c2)on1	23%	14	-1%	3%	36	0%	0%
CC1CN(O)C2CCc3nonc3C12O (centres undefined)	·	-1	-20%	6%	-17	16%	-21%

Profiles as entered above. Screens in order: Pf growth 96h	CHX counter	AmpC inh no detg	LmPK inhibitor	Shiga toxin inh	Pf growth 48h	Tb PYK inh
Results for `CCN1C(=O)/C(=C/C2=Cc3ccccc3OC2C)SC1=S` (centres undefined) → 20%	-6	-24%	3%	-4	-2%	-3%
Results for `CCOC(=O)c1cccnc1SCc1cc(=O)n2ccccc2n1` → ?	-3	-14%	1%	24	80%[activator]	-3%
Results for `CC(NC(=O)COc1cccnc1[N+](=O)[O-])c1ccc(Cl)cc1` (centres undefined) → 9%	-5	36%	-1%	-2	13%	-7%
Results for `CC1CN(O)C2CCc3nonc3C12O` (centres undefined) → ·	-1	-20%	6%	-17	16%	-21%

(list continues)
SMILES	Pf growth 96h	CHX counter	AmpC inh no detg	LmPK inhibitor	Shiga toxin inh	Pf growth 48h	Tb PYK inh
CC(C)[C@H](NC(=O)N1c2ccccc2NC(=O)[C@@H]1C(C)C)C(=O)N1CCC(C(=O)O)CC1	-1%	8.9*	2%	-8%	12	14%	-12%
CCc1ccc(NC(=O)C(C)OC(=O)c2ccc(NS(=O)(=O)c3ccc(C)c([N+](=O)[O-])c3)cc2)cc1 (centres undefined)	-13%	4	-45%	0%	9	1%	2%
Cc1ccc(NC(=O)/C=C/c2ccc3c(c2)OCO3)nc1	?	57*	-16%	2%	147*	109%[activator]	-8%
COc1ccc(/C=C/C(=O)Nc2ccc3c(c2)CCC3)cc1OC	-10%	13	33%	1%	9	11%	-4%
Cc1cc(C(=O)N/N=C/c2ccc(N3CCOCC3)cc2)c(C)o1	?	27*	-37%	?	47	71%[activator]	-13%
COc1ccc(N2CCN(C(=O)COC(=O)c3ccc(OC(F)F)cc3)CC2)cc1	?	·	-6%	·	·	?	-4%
CNc1cc(C)nc(-n2nc(C)cc2C)n1	4.7µM*	4	-14%	-6%	9	8.3µM*	-5%
COCCCn1c(SCC(=O)Nc2nc3ccccc3s2)nnc1-c1ccoc1C	?	1	1%	1%	1	?	-1%
CCC(C)NC(=O)CSC1=Nc2ccccc2C2=NC(CCC(=O)NCc3ccco3)C(=O)N12 (centres undefined)	12%	1	4%	0%	-9	1%	7%
Cc1ccnc(NC(=O)CCNS(=O)(=O)c2ccc(C)c(C)c2)c1	253%[activator]	48*	-17%	-16%	75*	277%[activator]	-8%
O=C1[C@@H]2CSCN2C(=O)CN1CCc1cccc(F)c1	7%[5.75 µM]	2	-12%	-4%	-7	11%	-7%
Cc1c(C(=O)NCc2ccccc2CN2CCCC2)oc2ccccc12	?	·	-6%	·	·	-7%	5%
O=C(CSc1nnc(-c2ccncc2)o1)c1cccc([N+](=O)[O-])c1	47%[activator]	-3	-26%	-1%	-7	5%	-2%
O=C(CSc1nnc(-c2ccc(S(=O)(=O)N3CCCC3)cc2)o1)NCC1CCCO1 (centres undefined)	-20%	-3	29%	-2%	-20	?	4%
CCc1ccc(OCC(O)CNC(C)(C)C)cc1 (centres undefined)	?	-3	-2%	-1%	-12	·	0%
Cc1occc1C(=O)N/N=C/c1c[nH]c2ccccc12	37%[activator]	48*	-24%	-12%	96*	62%[activator]	-2%
CC(C)(C)c1ccc(C(=O)N2CCCC2)s1	33%[activator]	26*	2%	-9%	51*	85%[activator]	2%
CN(C)c1ccc(NC(=O)CCN2C(=O)c3cccc([N+](=O)[O-])c3C2=O)cc1	12µM*	16*	-19%	-2%	23	50%[activator]	-18%
COc1ccc(/C=C/C(=O)c2cc(Br)ccc2OC(=O)c2ccco2)cc1OC	20%	10	48%	7%	10	12µM*	0%
CN1[C@@H]2CC[C@H]1CC(OC(=O)[C@@H](O)c1ccccc1)C2 (some centres undefined)	-20%&-21%	·	·	·	·	-15%&-11%	6%&-2%
O=C(Nc1cccc(Cl)c1)c1cc2c(=O)n3ccccc3nc2s1	?	1	56%	-3%	7	7%	0%
CCCCc1ccc(NC(=O)C2CCCO2)cc1 (centres undefined)	159%[activator]	55*	-3%	-10%	72*	-21%	-9%
c1ccc2nc(-c3ccncc3)ccc2c1	67%[activator]	34*	2%	-20%	84*	74%[activator]	-1%
Fc1ccc(-c2nnn(Cc3ccc(F)cc3Cl)n2)cc1	-7%	24*	-31%	-1%	105*	34%[activator]	-2%
CCCCC(=O)NC(c1ccccc1OC)c1ccc2cccnc2c1O (centres undefined)	2.1µM*	-1	-18%	0%	2	1.9µM*	-4%
O=C(Cn1ccc2ccccc2c1=O)NCCC(=O)N1CCCCC1	8%	-3	1%	-3%	-12	43%[activator]	-1%
CC1(C)N=C(N)N=C(N)N1c1ccc(Oc2ccc(Cl)cc2)c(Cl)c1	0%	-5	2%	0%	-15	0.21µM*	2%
COc1ccc(NC(=O)Cn2nnc(C(=O)NCc3ccc(C)cc3)c2N)cc1Cl	?	-3	-20%	-1%	4	16%	3%
CN1C(=O)C(=O)N(CC(=O)N2CCc3ccccc32)C1=O	?	6	-6%	17%	44	·	-6%
Cc1ccnc(N2CCC(C(=O)Nc3ccc4c(c3)CCC4)CC2)n1	-2%	-1	-5%	-3%	28	-15%	-8%

Looked up one by one from the entries so far:
SMILES	Pf growth 96h	CHX counter	AmpC inh no detg	LmPK inhibitor	Shiga toxin inh	Pf growth 48h	Tb PYK inh
CC(C)(C)c1ccc(C(=O)N2CCCC2)s1	33%[activator]	26*	2%	-9%	51*	85%[activator]	2%
Fc1ccc(-c2nnn(Cc3ccc(F)cc3Cl)n2)cc1	-7%	24*	-31%	-1%	105*	34%[activator]	-2%

(more compounds)
SMILES	Pf growth 96h	CHX counter	AmpC inh no detg	LmPK inhibitor	Shiga toxin inh	Pf growth 48h	Tb PYK inh
S=C1NCN(C2CCCCC2)CN1Cc1ccccc1	-17%	-5	-20%	0%	-9	-1%	-2%
Cc1ccc(SCC(=O)Nc2ccc(F)cc2[N+](=O)[O-])cc1C	3%	-2	-23%	3%	12	1%	7%
COc1ccccc1NC(=O)C1(C)Cc2ccccc2C(=O)O1 (centres undefined)	167%[activator]	9	-13%	2%	23	13%	4%
CC(C)(C)CC(=O)Nc1ccc(-c2nnc3n2CCCCC3)cc1	?	-2	-5%	5%	-5	-25%	-7%
CC(C)(C)c1ccc(/C=C/C(=O)Nc2cccnc2)cc1	5%	29*	4%	-2%	70*	13%[0.00184 µM]	6%
Cc1cc(C)cc(OCc2ccc(C(=O)N3N=C(C(F)F)CC3(O)C(F)F)o2)c1 (centres undefined)	1%[5.75 µM]	0	-17%	6%	-7	8%	2%
Cc1ccc2nc(SCC(=O)Nc3c(F)cccc3F)[nH]c2c1	34%[5.75 µM]	3	-19%	4%	36	34%[5.75 µM]	-1%
CCOC(=O)c1c(C)[nH]c(C)c1C(=O)CSc1nc2ccccc2c(=O)n1-c1ccc(Cl)cc1	9.3µM*	-2	?	0%	-3	?	-3%
CNc1oc(/C=C/c2cccc(OC)c2)nc1C#N	165%[activator]	35*	-21%	0%	99*	69%[activator]	-2%
